BRCA1 expr up: qHTS Assay to Identify Small Molecule Activators of BRCA1 Expression; Potency, µM (titrated, usually from 46.1 µM), inactives show at the highest dose activation, hits mostly activators; MCF7-BRCA1-FFLuc reporter, luminescence, 48 h; response scale: scaled: vehicle 0%, 10 µM genistein 100%; hit rate 1.1% among 380,000; note: nearly all actives have a fitted effect of over 80% in size; some results filed as inactive show a strong effect at the top dose
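Luminescence from a BRCA1-driven firefly luciferase in MCF7 cells was the read-out, taken 15 min after substrate addition following 48 h compound exposure at 37 °C. Data were normalized to a 10 microM genistein control and DMSO vehicle.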
RORg inh: qHTS for inhibitors of ROR gamma transcriptional activity; AID 2551, 2010; Drosophila S2 Gal4-RORgamma UAS-luciferase reporter, 20 h; hit rate 5.4% among 310,000; Potency, µM (doses to about 53.6 µM), inactives show top-dose activity change, negative = inhibition, usual class: inhibitors; note: % is set by controls: 0 for no effect and ±100 for the full control effect; nearly all actives have a fitted effect of over 60% in size
Target sequence (P51450 whole entry, looked up, the tested form may be a part): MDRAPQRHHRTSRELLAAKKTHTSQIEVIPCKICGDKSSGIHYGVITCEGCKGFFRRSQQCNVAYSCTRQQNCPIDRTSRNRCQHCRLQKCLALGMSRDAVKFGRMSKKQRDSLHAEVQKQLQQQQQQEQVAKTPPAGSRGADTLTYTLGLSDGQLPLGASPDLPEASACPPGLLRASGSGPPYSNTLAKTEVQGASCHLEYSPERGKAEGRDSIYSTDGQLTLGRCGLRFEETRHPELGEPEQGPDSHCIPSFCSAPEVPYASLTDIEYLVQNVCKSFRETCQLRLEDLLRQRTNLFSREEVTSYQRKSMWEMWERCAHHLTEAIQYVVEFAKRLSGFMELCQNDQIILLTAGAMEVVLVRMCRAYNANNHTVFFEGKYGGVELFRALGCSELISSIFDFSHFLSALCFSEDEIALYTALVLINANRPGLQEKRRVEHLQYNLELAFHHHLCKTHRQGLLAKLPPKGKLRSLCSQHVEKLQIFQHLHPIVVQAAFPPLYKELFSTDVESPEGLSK
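A Gal4/UAS one-hybrid system in insect cells: metallothionein-promoter Gal4–ROR gamma fusion plus Photinus luciferase reporter. Copper sulfate 700 uM final, 20 hr ambient incubation, luminescent detection after 10 min with reagent.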
FLuc modulator: qHTS profiling assay for firefly luciferase inhibitor/activator using purifed enzyme and Km concentrations of substrates (counterscreen for miR-21 project); Luciferin 4-monooxygenase (Photinus pyralis), P08659; purified FLuc, Km substrates, luminescence inhibition; Potency, µM (titrated, usually from 57.5 µM), for the others: top-dose activity change, negative = inhibition, hits mostly inhibitors; hit rate 6.9% among 360,000; AID 588342, 2011;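 note: plate controls were vehicle for no effect and reference inhibitor for full effect; nearly all actives have a fitted effect of over 55% in size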
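Purified P. pyralis luciferase, 10 nM final, with Km-level 10 uM D-luciferin and 10 uM ATP in 50 mM Tris acetate pH 7.5, 10 mM Mg acetate, 0.01% Tween-20, 0.05% BSA; 6-point qHTS titration about 60 µM downward; luminescence read.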
ELG1 genotox: qHTS screen for small molecules that induce genotoxicity in human embryonic kidney (HEK293T) cells expressing luciferase-tagged ELG1 | HEK293T ELG1-luciferase reporter, luminescence, 16 h | Potency, µM (titrated, usually from 46 µM), without a hit: at the highest dose activity change, positive = activation, hits mostly activators | hit rate 1.3% among 330,000 | AID 504466, 2011; note: % of control where 0% means no effect; nearly all actives have a fitted effect of over 60% in size
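Screening used a luciferase reporter fused to human ELG1 in HEK293T cells. Luminescence was read on a CCD plate imager after 16 hr exposure and 30 min ONE-Glo incubation.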
uPA surface inh: qHTS for Inhibitors of Cell Surface uPA Generation. cell surface uPA generation assay, qHTS. Potency, µM (series often up to 38.3 µM), inactives show at the top dose activity change, negative = inhibition, usual class: inhibitors. hit rate 0.31% among 330,000. AID 540303, 2011; active = well fitted inhibition curve with a large enough effect; inconclusive = small, poorly fitted or top-dose-only effect; inactive = no such curve, though single readings can be large or run the other way; tested in mouse RAW 264.7 cells; note: % is set by controls: 0 for no effect and ±100 for the full control effect; nearly all actives have a fitted effect of over 55% in size
Gal4-VP16 FLuc: VP16 counterscreen qHTS for inhibitors of ROR gamma transcriptional activity; Drosophila S2 Gal4-VP16 UAS-luciferase, luminescence, 20 h; Potency, µM (doses to about 53.6 µM), inactives show at the top dose activity, negative = inhibition, most hits filed as inhibitors; hit rate 3.5% among 310,000; AID 2546, 2010;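 note: Gal4-VP16 expression switched on by copper sulfate through the metallothionein promoter; % is set by controls: 0 for no effect and ±100 for the full control effect; nearly all actives have a fitted effect of over 50% in size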
NPC1 prom act: qHTS Assay for NPC1 Promoter Activators; Potency, µM (titrated, usually from 9.22 µM), for the others: at the highest dose activation, actives largely listed as activators; hit rate 2.4% among 320,000; Huh7 NPC1 promoter luciferase reporter, 24 h;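 note: % of control where 0% means no effect; nearly all actives have a fitted effect of over 60% in size; reporter is driven by a mutant NPC1 promoter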
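Luminescence from an NPC1 promoter-driven luciferase reporter in stably transfected Huh7 cells was measured after 24 h compound treatment at 37 °C, followed by 10 min ambient incubation with luciferase detection reagent.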
p53 reactivation: qHTS assay for re-activators of p53 using a Luc reporter | AID 504706, 2011 | H1299 p53-A138V BP100-luciferase reporter, luminescence, 24 h | hit rate 0.063% among 320,000 | Potency, µM (series often up to 92.2 µM), for inactives: top-dose activity change, positive = activation, usual class: activators; note: % of control where 0% means no effect; nearly all actives have a fitted effect of over 45% in size
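H1299 (p53-null), stable ts p53-A138V + BP100-Luc; 1000 cells/well, Opti-MEM/10% FBS; cpd 4 pt, 1:5; 24 h, 37 deg C, 5% CO2; detection reagent 10 min RT; luminescence.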
MBNL1-CUG inh: qHTS Assay for Inhibitors of MBNL1-poly(CUG) RNA binding; Muscleblind-like protein 1 (Homo sapiens), Q9NR56; TR-FRET MBNL1-His/biotin-(CUG)12 binding, 665/545 ratio; Potency, µM (doses to about 57.5 µM), for inactives: at the highest dose activity change, negative = inhibition, most hits filed as inhibitors; hit rate 0.036% among 280,000; active = well fitted inhibition curve with a large enough effect in the signal ratio, with a control signal flat, not every such curve was filed as active; inconclusive = small, poorly fitted or top-dose-only effect, or effect the other way, or a change in a side signal; inactive = no such curve, though single readings can be large or run the other way; the % refers to the signal ratio; note: % is set by controls: 0 for no effect and ±100 for the full control effect
Target sequence (Q9NR56 whole entry, looked up): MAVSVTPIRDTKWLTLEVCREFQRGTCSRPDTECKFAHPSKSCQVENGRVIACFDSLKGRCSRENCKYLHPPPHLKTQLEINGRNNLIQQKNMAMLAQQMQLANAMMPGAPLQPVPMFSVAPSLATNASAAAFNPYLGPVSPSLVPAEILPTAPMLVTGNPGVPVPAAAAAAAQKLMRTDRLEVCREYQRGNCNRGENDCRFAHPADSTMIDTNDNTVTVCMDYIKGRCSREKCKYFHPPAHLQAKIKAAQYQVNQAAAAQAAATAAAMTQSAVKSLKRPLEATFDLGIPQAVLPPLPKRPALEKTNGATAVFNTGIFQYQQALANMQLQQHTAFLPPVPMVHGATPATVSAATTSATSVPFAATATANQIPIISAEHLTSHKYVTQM
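MBNL1-His + Biotin-(CUG)12, cpd titration 92 nM–58 uM; Tb anti-His Ab 0.055 ng/ul, SA-XL665 5 nM (final); 60 min RT; ratiometric 665/545 nm, Ex 340 nm; normalized to buffer and full-complex controls.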
Rab9 prom act: qHTS Assay for Rab9 Promoter Activators | Huh7 Rab9 promoter-luciferase reporter, luminescence, 24 h | Potency, µM (highest dose often 9.22 µM), without a hit: top-dose activation, negative = inhibition, most hits filed as activators | hit rate 2.8% among 320,000 | AID 485297, 2010; note: % of control where 0% means no effect; nearly all actives have a fitted effect of over 60% in size
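Quantitative HTS format; Huh7 Rab9-luciferase reporter cells (1500/well) receive compound 2 h post-plating, incubate 24 h at 37 °C, then get luciferase reagent for 10 min before luminescence reading.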
* = called active by the depositor; ? = inconclusive; nt = no result given; & = joins results of further samples; [ ] = another dose, or the depositor's remark. Unless noted, calls come from the whole dose curve; as a rule, active = well fitted curve in the direction sought with a large enough effect; inconclusive = small, poorly fitted or top-dose-only effect, or another doubt; inactive = no such curve, though single readings can be large; an effect the other way counts as inactive or inconclusive. Potency is the fitted concentration of half-maximal effect. Rows are unselected. About 13% of those tested had a hit in this group.

SMILES | BRCA1 expr up | RORg inh | FLuc modulator | ELG1 genotox | uPA surface inh | Gal4-VP16 FLuc | NPC1 prom act | p53 reactivation | MBNL1-CUG inh | Rab9 prom act
CCCC[C@@H]1CNC(=S)N1CCc1cccc2ccccc12 | 0% | 1.6µM* | 0% | -5% | 3% | 4.5µM* | 2% | -12% | 6% | 0%
O=C(NCc1cn2ccccc2n1)c1ccco1 | -6% | -24% | -5% | 23% | 4% | ? | 7% | -2% | -15% | 3%
COC(=O)CN(c1ccc(C)cc1)S(=O)(=O)c1ccc2c(c1)n(C)c(=O)c(=O)n2C | -12% | 10% | 0% | 2% | 2% | -2% | 0% | -5% | 12% | 2%
CCOC(=O)c1c(C)[nH]c(C(=O)NCC(c2ccco2)N2CCCCC2)c1C (stereo not drawn) | -3% | nt | nt | 0% | 4% | nt | nt | 7% | nt | nt
COC(=O)c1cc2c(-c3ccccc3)cc3ccccn3c-2c1C(=O)OC | -15% | 4% | -10% | -10% | -4% | 4% | -2% | -2% | ? | 1%
CSCCC(NC(=O)C1CCC(C)CC1)C(=O)NCCN1CCC(C)CC1 (stereo not drawn) | -16% | 5% | 0% | -18% | 1% | -1% | -2% | 1% | -6% | 3%
CC(C)CNC(=O)COC(=O)c1cc(S(=O)(=O)N2CCCCC2)ccc1N1CCOCC1 | -3% | 9% | 0% | -2% | -12% | 5% | 6% | -1% | -11% | -6%
COc1ccc(C2=NOC(Cn3nc(-c4ccccc4)cc3C(=O)NCc3ccc(C)cc3)C2)cc1 (stereo not drawn) | 3% | nt | nt | 3% | 9% | nt | nt | 1% | nt | nt
Cc1c(N=NC2=C(O)CC(C)(C)CC2=O)cc2c(c1[N+](=O)[O-])C(C)(C)CC2(C)C | -49% | -2% | 0% | -6% | -8% | 2% | -6% | -3% | 8% | -4%
Cc1cccc2c3c([nH]c12)CCN(C)C3 | 61% | -22% | -2% | -1% | 5% | -2% | -1% | -4% | 0% | -9%
Nc1cc(N)nc(SCC(=O)Nc2ccc3c(c2)OCCCO3)n1 | 40% | 15% | -23% | ? | 0% | -2% | 12% | 19% | 4% | 26%
O=C(NCCCN1CCCCC1)C1CCC(CNS(=O)(=O)c2cccc3nsnc23)CC1 (stereo not drawn) | -9% | 15% | -1% | -1% | -3% | -4% | -3% | -6% | ? | -8%
COc1cc([N+](=O)[O-])ccc1N1C(=O)C2C3C=CC(C4CC34)C2C1=O (stereo not drawn) | 0% | -32% | 13µM* | -3% | -8% | ? | -10% | 13% | ? | 0%
C[C@]12c3[nH]c4cc(-c5ccco5)ccc4c3CCN1C(=O)[C@@H](CC(=O)NCCCn1ccnc1)C[C@@H]2C(=O)N1CCOCC1 | -13% | nt | nt | 5% | -4% | nt | nt | -5% | nt | nt
C[C@H](NC(=O)C1CCN(S(=O)(=O)c2ccccc2)CC1)C(=O)NCc1ccco1 | 0% | -13% | 3% | 1% | 0% | -6% | -6% | 2% | -1% | 0%
C[C@@]12C(=O)Nc3ccc(Cl)cc3C(=O)N1[C@H]1c3cc(Cl)ccc3OC[C@@H]1[C@@H]2c1ccccc1 | -49% | nt | nt | 0% | -18% | nt | nt | -3% | nt | nt
Cc1noc(/C=C/c2ccco2)c1S(=O)(=O)N1CCC(C(=O)Nc2ccc(Cl)cn2)CC1 | -46% | -12% | 1% | 3% | 6% | ? | -24% | -2% | -3% | -35%[inhibitor]
Cc1cc2cc(CNS(=O)(=O)c3ccccc3)ccc2n1C | 38% | 5% | ? | 3% | -9% | -5% | 12% | 8% | 42%[activator] | 11%
O=S(=O)(c1ccc(C(F)(F)F)cc1)N1CCN(CCOc2ccccc2)CC1 | -26% | nt | 3% | -1% | 1% | nt | 1% | 5% | nt | 2%
CC(=O)Nc1ccc(NC(=O)C(C)OC(=O)CCc2c[nH]c3ccccc23)cc1 (stereo not drawn) | -22% | nt | 0% | ? | -6% | nt | 0% | -1% | nt | -4%

Just ELG1 genotox, MBNL1-CUG inh and BRCA1 expr up (three entries from above):
canonical_smiles	ELG1 genotox	MBNL1-CUG inh	BRCA1 expr up
COc1cc([N+](=O)[O-])ccc1N1C(=O)C2C3C=CC(C4CC34)C2C1=O (stereo not drawn)	-3%	?	0%
C[C@]12c3[nH]c4cc(-c5ccco5)ccc4c3CCN1C(=O)[C@@H](CC(=O)NCCCn1ccnc1)C[C@@H]2C(=O)N1CCOCC1	5%	nt	-13%
C[C@H](NC(=O)C1CCN(S(=O)(=O)c2ccccc2)CC1)C(=O)NCc1ccco1	1%	-1%	0%

The list goes on:
SMILES | BRCA1 expr up | RORg inh | FLuc modulator | ELG1 genotox | uPA surface inh | Gal4-VP16 FLuc | NPC1 prom act | p53 reactivation | MBNL1-CUG inh | Rab9 prom act
CC(NC(=O)NC(=O)c1cccc(Cl)c1)c1ccccc1 (stereo not drawn) | -4% | 25% | 2% | -5% | -12% | -9% | 4% | -4% | -6% | -2%
CN(CCO)c1ccc(-c2n[nH]c(=O)c3ccccc23)cc1[N+](=O)[O-] | -31% | -7% | -2% | -8% | 5% | -2% | -3% | -6% | ? | -8%
COc1ccc(N(CC(=O)NCc2ccc(F)cc2)S(=O)(=O)c2c(C)noc2C)cc1 | -5%&2% | 0% | 2%&6% | -1% | 3% | -9% | -8% | 0% | -3% | -1%
Cc1onc(-c2ccccc2)c1C(=O)NC(C)c1ccc2c(c1)OCO2 (stereo not drawn) | -5% | 0% | 6% | -4% | -12% | 1% | 6% | -9% | 4% | 1%
O=S(=O)(c1cccs1)N1CN(Cc2ccco2)c2nc3ccccc3nc21 | 29% | ? | ? | ? | -6% | -24% | 1% | 3% | nt | 12%
CCSc1nnc([C@H](Cc2ccccc2)NC(=O)OC(C)(C)C)o1 | 0% | 12% | 4% | -4% | nt | 16% | -4% | 1% | 3% | -1%
CC(NC(=O)COC(=O)/C(=C/c1cccs1)c1cccs1)c1ccccc1 (stereo not drawn) | -27% | 12% | 0% | -5% | -14% | 4% | 1% | -1% | -1% | -1%
CCOC(=O)C(O)(CC(=O)c1ccc(Cl)cc1)C(=O)OCC | -33% | 9% | 1% | -1% | 0% | 21% | -1% | 1% | nt | -2%
CCCc1nc2oc(C(=O)OCC)c(N)c2c2c1COC(C)(C)C2 | -13% | -19% | 2% | 2% | 3% | 2% | -2% | -5% | 5% | 7%
COc1cc(S(=O)(=O)NCCCn2ccnc2)ccc1F | -14% | 6%[1.91 µM] | 1% | -2% | -12% | -13% | -6% | 10% | -3% | 0%

Single records, as listed above.
`CC(NC(=O)NC(=O)c1cccc(Cl)c1)c1ccccc1` (stereo not drawn) is entered as BRCA1 expr up = -4%; RORg inh = 25%; FLuc modulator = 2%; ELG1 genotox = -5%; uPA surface inh = -12%; Gal4-VP16 FLuc = -9%; NPC1 prom act = 4%; p53 reactivation = -4%; MBNL1-CUG inh = -6%; Rab9 prom act = -2%
`O=S(=O)(c1cccs1)N1CN(Cc2ccco2)c2nc3ccccc3nc21` is entered as BRCA1 expr up = 29%; RORg inh = ?; FLuc modulator = ?; ELG1 genotox = ?; uPA surface inh = -6%; Gal4-VP16 FLuc = -24%; NPC1 prom act = 1%; p53 reactivation = 3%; MBNL1-CUG inh = nt; Rab9 prom act = 12%

Additional compounds:
SMILES | BRCA1 expr up | RORg inh | FLuc modulator | ELG1 genotox | uPA surface inh | Gal4-VP16 FLuc | NPC1 prom act | p53 reactivation | MBNL1-CUG inh | Rab9 prom act
COc1ccc(OC)c(NC(=O)c2cccc3c2C(=O)N(C2CCCCC2)C3)c1 | -6% | -3% | 0%&1% | -7% | 20% | 7% | -2% | -8% | -2% | -10%
COc1c(C)cc(C(=O)C2CCCN(Cc3cccc4nccnc34)C2)cc1C (stereo not drawn) | -13% | -13% | -3% | -5% | -2% | 6% | -5% | -2% | 3% | -18%
O=C(NCn1cnccc1=O)c1ccccc1 | -8% | -11% | 2% | 3% | nt | 5% | 1% | -3% | 1% | -3%
COc1cc(C2C(C(C)=O)=C(C)Nc3ncnn32)ccc1O (stereo not drawn) | -5% | -7% | -2% | 0% | 2% | -4% | -3% | -23% | -2% | 3%
COc1ccc(NC(=O)/C(C#N)=C/c2c(C)nn(-c3ccc(F)cc3)c2Cl)cc1Cl | 11% | -3% | 0% | 15% | 3% | -11% | 0% | 6% | -18% | -1%
CCOc1ccccc1N1CCN(C(=O)NCc2ccc(F)cc2)CC1 | 5% | -18% | -2% | -9% | 0% | 14% | 1% | 4% | -4% | 1%
Cc1nn(CCC(=O)NCc2ccc(N(C)C)cc2)c(=O)c2nn(-c3ccccc3)c(C)c12 | -2% | -3% | 1%&-6% | 0% | 5% | -8% | -3% | -4% | -8% | -5%

Screens as filed in PubChem BioAssay.
